Screening data deposited in PubChem BioAssay by several laboratories.
Mtb BioA inh: M. tuberculosis BioA enzyme inhibitors, primary screen, biochemical, plate reader, single point, HTS; 7,8-diaminopelargonic acid synthase BioA (Mycobacterium tuberculosis); purified M. tuberculosis BioA enzyme; inhibition, % at 9.99 µM; actives 0.096% (n = 360,000); AID 602481, 2012; in the data active means inhibition above about 40%; inconclusive means no clear call, values can overlap the other calls
GDH-TPI counter: GDH-TPI coupling enzyme inhibitors, primary screen, artefact control for M. tuberculosis FBA inhibitor project, biochemical, absorbance, full deck; GDH-TPI coupled enzyme counterscreen, NADH absorbance; inhibition, % at 4.8 µM; actives 1.2% (n = 360,000); AID 588335, 2011; in the data active means inhibition above about 30%;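 further: 0% = DMSO wells and 100% = wells lacking the enzyme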
Anthrax LF inh2: Bacillus anthracis LF protease inhibitors, primary screen, biochemical, multiplex microsphere, MLPCN library; AID 588501, 2011; Lethal factor (Bacillus anthracis), P15917; multiplex microsphere protease cleavage assay; actives 0.12% (n = 360,000); inhibition, % at 10 µM; further: plate controls were buffer without enzyme for full effect and enzyme alone for no effect
Target sequence (P15917 whole entry, looked up): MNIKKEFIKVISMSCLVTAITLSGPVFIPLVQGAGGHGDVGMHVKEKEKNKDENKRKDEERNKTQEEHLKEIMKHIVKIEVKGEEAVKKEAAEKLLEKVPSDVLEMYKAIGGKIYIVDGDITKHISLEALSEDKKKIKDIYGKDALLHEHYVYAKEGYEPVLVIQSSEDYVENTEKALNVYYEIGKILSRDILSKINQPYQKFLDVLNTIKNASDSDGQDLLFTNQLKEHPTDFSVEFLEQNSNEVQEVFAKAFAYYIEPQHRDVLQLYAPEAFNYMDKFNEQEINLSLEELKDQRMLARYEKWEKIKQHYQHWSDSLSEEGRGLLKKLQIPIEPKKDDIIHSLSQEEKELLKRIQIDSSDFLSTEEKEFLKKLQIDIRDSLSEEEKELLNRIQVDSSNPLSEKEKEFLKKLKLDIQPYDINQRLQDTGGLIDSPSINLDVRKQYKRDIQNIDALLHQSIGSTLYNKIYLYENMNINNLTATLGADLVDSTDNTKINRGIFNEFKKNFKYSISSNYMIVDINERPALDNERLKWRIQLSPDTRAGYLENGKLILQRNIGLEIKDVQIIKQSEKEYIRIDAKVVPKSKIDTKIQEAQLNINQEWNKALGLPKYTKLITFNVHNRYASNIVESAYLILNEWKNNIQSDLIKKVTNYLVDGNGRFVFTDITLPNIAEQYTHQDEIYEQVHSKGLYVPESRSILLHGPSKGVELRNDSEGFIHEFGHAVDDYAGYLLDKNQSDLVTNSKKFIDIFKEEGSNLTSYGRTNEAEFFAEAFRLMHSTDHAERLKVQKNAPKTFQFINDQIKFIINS
FadD28 FP inh: inhibitors of FadD28 bisubstrate probe binding, primary screen, biochemical, fluorescence polarization, single point | inhibition, % at 12.5 µM | actives 0.22% (n = 360,000) | AID 588549, 2011 | Mycobacterium tuberculosis FadD28 fatty-acid-AMP ligase; in the data active means inhibition above about 8.5%, passing the limit was not always enough; inconclusive means no clear call, values can overlap the other calls
PfHsp40 yeast: rescue of yeast from PfHsp40 toxicity, primary screen, S. cerevisiae, ATP luminescence; S. cerevisiae expressing PfHsp40, growth rescue; growth rescue, % at 12.5 µM; actives 0.68% (n = 340,000); AID 504582, 2011; in the data active means growth rescue above about 28%, passing the limit was not always enough; inconclusive means no clear call, values can overlap the other calls;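 further: yeast W303a lacking pdr1 and pdr3 grown in galactose medium; growth measured after three days at 30 °C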
BoNT-A LC inh2: BoNT/A light chain protease inhibitors, primary screen, biochemical, flow cytometry, MLPCN library; Botulinum neurotoxin type A light chain protease (Clostridium botulinum A str. ATCC 3502); multiplex microsphere protease substrate cleavage; inhibition, % at 10 µM; actives 0.17% (n = 360,000); AID 588499, 2011; further: plate controls were buffer without enzyme for full effect and enzyme alone for no effect
BoNT F protease: BoNT/F light chain protease inhibitors, primary screen, biochemical, flow cytometry, MLPCN library; actives 0.22% (n = 360,000); inhibition, % at 10 µM; Botulinum neurotoxin type F light chain protease (Clostridium botulinum); Multiplex microsphere protease cleavage assay; in the data active means inhibition above about 35%, passing the limit was not always enough; inconclusive means no clear call, values can overlap the other calls; further: plate controls were buffer without enzyme for full effect and enzyme alone for no effect
Mtb FBA inh: Mtb FBA enzyme inhibitors, primary screen, biochemical, fluorescence, strain H37Rv; Fructose-bisphosphate aldolase (Mycobacterium tuberculosis (strain ATCC 25618 / H37Rv)), …; purified M. tuberculosis FBA, fluorescence read-out; inhibition, % at 1 µM; actives 2.3% (n = 360,000); in the data active means inhibition above about 27%;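 further: 0% = vehicle and 100% = reference inhibitor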
Mtb UGM inh: M. tuberculosis UGM enzyme inhibitors, primary screen, biochemical, fluorescence polarization, single point; purified UGM, fluorescence polarization probe displacement; inhibition, % at 10 µM; actives 0.06% (n = 320,000); in the data active means inhibition above about 10%, passing the limit was not always enough; inconclusive means no clear call, values can overlap the other calls
* marks the source's active call; other numbers are inactive results; ? = inconclusive; . = no result given. Unless noted, no stated cut-off is given here; in the data, active means inhibition above about 30%; inconclusive means no clear call, values can overlap the other calls; inactive means below that. The order is random. Share with any hit: about 4.7%.

SMILES	Mtb BioA inh	GDH-TPI counter	Anthrax LF inh2	FadD28 FP inh	PfHsp40 yeast	BoNT-A LC inh2	BoNT F protease	Mtb FBA inh	Mtb UGM inh
CCc1noc(C)c1C(=O)N(CCC(C)C)c1c(N)n(Cc2ccccc2)c(=O)[nH]c1=O	-1.8	-11	?	-0.8	-0.8	?	?	1	-2.1
N#Cc1cccc(NC(=S)Nc2ccccc2)c1	-4.7	7	0	-1.3	-2.2	-0.6	-6	-2	0.9
COc1ccc(CCN2C(=O)CC(C(N)=O)SC2=Nc2ccccc2)cc1 (stereo unspecified)	2.3	-5	5	-2.4	2.9	1.2	-9	2	-0.5
O=C(NCC1CCCO1)C(=O)NCC(c1ccco1)N1CCN(c2ccccc2F)CC1 (stereo unspecified)	.	-6	0	-0.3	-0.9	-2.3	-17	-4	-1.8
Cc1cccc(OC(=O)CN2C(=O)C3C4CCC(C4)C3C2=O)c1C (stereo unspecified)	-0.5	0	0	-3.8	-1.2	0.6	-3	0	0.4
O=C(OCC(=O)c1ccc[nH]1)c1ccc(Br)cc1	1.5	10	-9	-2.9	-1.9	-1.0	-4	5	-4.5
O=C(Nc1ccnn1C1CCN(Cc2ccc(CO)o2)CC1)c1ccccc1	-1.3	7	2	-2.7	-0.9	4.9	11	1	1.2
CCOC(=O)c1[nH]c2cc(OC)c(OC)cc2c1NC(=O)CN(C)C1CCCCC1	2.0	40*	-4	0.0	-1.0	-1.2	-4	33*	-1.6
COc1ccccc1N1CCN(S(=O)(=O)c2c(C(=O)N3CCOCC3)c(C)n(C)c2C)CC1	0.7	1	-1	1.6	-0.9	0.9	0	2	-0.4
Cc1ccc(-c2nc3cc(N)ccc3o2)cc1Br	0.5	9	-16	0.3	23	-4.0	2	1	0.7
O=C(CCN1CCN(c2ccccc2F)CC1)Nc1ccccc1F	-0.9	13	1	-0.3	0.6	0.4	21	0	5.2
O=C1CCC(=O)N1c1ccc(CSc2nc3ccccc3[nH]2)cc1	5.6	2	-17	-2.8	0.6	0.1	4	-1	-0.9

Part of the list above, with values under each structure:
The line under a structure holds: Mtb BioA inh	GDH-TPI counter	Anthrax LF inh2	FadD28 FP inh	PfHsp40 yeast	BoNT-A LC inh2	BoNT F protease	Mtb FBA inh	Mtb UGM inh
> O=C(Nc1ccnn1C1CCN(Cc2ccc(CO)o2)CC1)c1ccccc1
    -1.3	7	2	-2.7	-0.9	4.9	11	1	1.2
> CCOC(=O)c1[nH]c2cc(OC)c(OC)cc2c1NC(=O)CN(C)C1CCCCC1
    2.0	40*	-4	0.0	-1.0	-1.2	-4	33*	-1.6
> CCc1noc(C)c1C(=O)N(CCC(C)C)c1c(N)n(Cc2ccccc2)c(=O)[nH]c1=O
    -1.8	-11	?	-0.8	-0.8	?	?	1	-2.1
> Cc1cccc(OC(=O)CN2C(=O)C3C4CCC(C4)C3C2=O)c1C (stereo unspecified)
    -0.5	0	0	-3.8	-1.2	0.6	-3	0	0.4
> O=C(OCC(=O)c1ccc[nH]1)c1ccc(Br)cc1
    1.5	10	-9	-2.9	-1.9	-1.0	-4	5	-4.5

Continuation:
SMILES	Mtb BioA inh	GDH-TPI counter	Anthrax LF inh2	FadD28 FP inh	PfHsp40 yeast	BoNT-A LC inh2	BoNT F protease	Mtb FBA inh	Mtb UGM inh
NC(=O)COC(=O)c1ccc(Cl)c(S(=O)(=O)N2CCCCCC2)c1	0.6	-2	-4	-2.9	0.4	-0.1	-3	1	-2.5
CCCCSc1nnc(-c2ccc(C)cc2)o1	.	6	0	0.8	0.0	-1.1	-1	3	2.3
CCCCC(=O)NS(=O)(=O)c1ccc(N=NN2CCOCC2)cc1	-1.3	20	1	-0.3	0.2	-0.7	-11	-2	0.4
COc1ccc(/C(C)=N/NC(=O)CNC(=O)C2COc3ccccc3O2)c(OC)c1 (stereo unspecified)	.	-4	6	-2.0	0.0	-0.5	0	-2	0.8
Cc1cccc(Nc2nnc(SCC(=O)Nc3ccc(C(=O)O)cc3)s2)c1	.	-9	-2	-3.9	-0.4	-1.0	-3	0	0.2
COc1ccc(N2CCN(C(=O)c3ccc(CSc4ccccc4)cc3)CC2)cc1	-1.3	-3	-1	-3.2	-0.7	0.4	-7	-3	1.7
Cc1ccc(NC(=O)CCCSc2nc3ccccc3[nH]2)cc1	.	5	0	-1.0	-0.2	0.0	2	-1	-4.2
CCn1c(CC(=O)Nc2ccc(C)cc2)nnc1SCC(=O)NCc1ccccc1	-0.4	7	-7	-0.2	0.7	-1.0	-18	0	0.9
O=C(NNC(=O)c1ccc2c(=O)n3c(nc2c1)CCC3)c1cccc(Cl)c1	-0.6	-3	-2	-5.0	-2.9	3.5	-4	0	0.9
COc1cc(F)ccc1-c1csc(C(NC(C)=O)c2ccccc2)n1 (stereo unspecified)	-0.8	-10	1	-3.7	.	0.1	-1	2	.
O=C(COC(=O)C1C2CC3OC(=O)C1C3C2)Nc1ccccc1 (stereo unspecified)	-0.6	-5	4	-2.9	0.9	-0.2	0	-5	-1.0
O=C(c1cccc(Cl)c1)N1CCN(c2ccccn2)CC1	1.2	8	-3	0.3	-0.7	-1.0	-4	0	0.9
COc1ccc(F)cc1S(=O)(=O)n1cnc2ccccc21	-0.5	3	4	-1.4	0.7	-5.1	?	0	3.0
Cn1c(=O)c2c(nc(NCC(O)CO)n2CCc2ccccc2)n(C)c1=O (stereo unspecified)	-0.3	-4	5	-2.1	-0.5	0.8	?	1	0.7
CN1OC[C@@H]2CN(Cc3cc(Cl)cc(Cl)c3)[C@H](c3cccc(-c4ccccc4)c3)C[C@@H]21	-0.4	-6	-1	-1.3	0.4	-0.4	6	0	.
COc1ccccc1N1C(=O)CC(c2ccccc2)CC1=O	-1.5	3	5	-1.3	-1.1	-0.4	4	1	-0.7
COc1ccccc1Nc1nc(-c2cccc([N+](=O)[O-])c2)cs1	.	2	-2	-1.5	7.5	-0.7	0	-2	0.6
COc1cccc(NC(=O)CN2C(=O)NC3(CCc4ccccc43)C2=O)c1 (stereo unspecified)	-1.9	-7	-3	-3.7	-1.8	0.6	-3	-2	-2.1
CCCCC(=O)Nc1ccc(C(=O)Nc2ccc(S(=O)(=O)N3CCCC3)cc2)cc1	-1.7	3	-7	-1.6	-0.6	5.0	3	2	-1.6
CC(C)C(=O)OCC(=O)Nc1ccc2c(c1)CCC2	-1.9	1	-1	-3.7	0.4	1.0	-10	4	0.8
Cc1nn(-c2ccc(Cl)cc2)c(NC(=O)C(C)C)c(-c2ccccc2)c1=O	.	-4	7	0.5	1.0	?	?	3	4.4
CNC(=O)Oc1ccccc1OC(C)C	-1.2	-5	-8	-3.8	-0.6	0.2	-3	-2	.
CCOC(=O)C1CCCN(c2c(NCC3CCCN3CC)c(=O)c2=O)C1 (stereo unspecified)	0.8	7	-9	-0.5	-1.2	-1.8	-17	3	-0.1
CC[C@]12c3[nH]c4ccc(Cl)cc4c3CCN1C(=O)[C@@H](CC(=O)NCc1cccc(C(F)(F)F)c1)C[C@@H]2C(=O)N1CCN(C(=O)C2CC2)CC1	2.0	-4	-7	-1.9	-1.4	-0.4	3	1	.
CC1(C)Cc2c(C#N)c(NCCCO)nc(-c3ccccc3)c2CO1	-0.9	0	-6	-4.4	-1.1	-0.6	-10	13	1.1
Cc1cc(C)n(CCCNC(=O)c2ccc(C)o2)n1	-1.3	8	-4	.	-0.5	4.1	3	-2	-0.2
CCN(CC)C(=O)[C@H]1C[C@H](CC(=O)NCCCOC)C(=O)N2CCc3c([nH]c4cc(-c5ccco5)ccc34)[C@]12C	-0.1	7	-2	0.4	-0.5	-0.5	0	43*	.
COc1cc(OC)cc(C(=O)Oc2ccc(/C=N/Nc3nc4ccccc4s3)cc2OC)c1	-0.5	30	-5	-0.3	0.9	0.1	-3	3	1.3
Cc1ccc(C(CC(=O)O)C2CCOC(C)(C)C2)cc1 (stereo unspecified)	-0.3	12	6	-4.1	1.0	-0.2	0	0	-3.9
COc1ccc(NS(=O)(=O)c2ccc(S(=O)(=O)N3CCCC3)cc2)cc1Cl	-1.0	9	8	-2.1	-0.6	?	-2	1	-1.9
COc1ccc(CNS(=O)(=O)c2ccc3c(c2)NC(=O)C(C)S3)cc1 (stereo unspecified)	-1.2	2	-3	1.5	-1.4	-1.3	-4	-1	2.1
CC(=O)c1c(C)n(-c2ccc(C)cc2)c2ccc(O)cc12	0.0	11	9	-0.1	-1.5	2.2	-6	-2	-0.4
CCCCCSc1nc2c(c(=O)[nH]c(=O)n2C)n1CCc1ccccc1	-1.1	12	-2	-1.3	-2.0	0.4	-3	2	0.1
CC1(C)CC(=O)C(C(C2=C(O)CC(C)(C)CC2=O)c2cccnc2)C(=O)C1 (stereo unspecified)	-0.7	-7	2	-4.2	0.1	0.9	6	-1	1.7
CC1=CC(C)(C)Nc2ccc(Cc3ccc4c(c3)C(C)=CC(C)(C)N4)cc21	-2.1	13	?	-4.3	0.3	?	?	7	-0.4
COc1cccc(/C=C/C(=C2\C(=O)N(c3ccccc3)N=C2C)c2ccc(Br)cc2)c1OC	.	2	-14	1.5	-0.1	0.5	-17	5	.
CCOC(=O)C(C)(C)N(Cc1cccc(C)c1)S(=O)(=O)c1cccc([N+](=O)[O-])c1	1.6	-6	-1	-1.9	16	-0.7	-5	4	-0.6
CC1CCN(c2ccc(C(F)(F)F)cc2N)CC1	-1.6	3	-3	-0.4	1.4	0.6	-3	-1	-0.3
Cn1nc(C(=O)NCc2ccc(F)cc2)c2c1-c1ccccc1S(=O)(=O)C2	1.7	5	2	-1.9	0.2	-1.3	-1	-1	0.4
CCOc1ccc(-n2c(SCC(=O)O)nc3sc4c(c3c2=O)CCCC4)cc1	-0.3	19	.	-1.9	0.2	.	.	2	-1.1
O=C(Nc1ccc(O)cc1)/C(=C\c1ccncc1)NC(=O)c1ccccc1	-0.1	1	-4	-4.8	0.3	0.1	0	-2	-1.4
Cc1cc(/C=C2/C(=O)NC(=O)N(Cc3ccco3)C2=O)c(C)n1-c1ccc(C(=O)O)cc1	.	3	-4	-1.1	0.4	-1.2	-1	-6	1.4
COc1ccccc1-n1nnnc1SCC(=O)NC1CCCCC1	0.1	-8	-1	-3.5	-0.9	3.5	-1	1	0.1
Cc1ccc(-c2cc(C(=O)Nc3nn[nH]n3)c3ccccc3n2)c(C)c1	-0.4	16	-2	-3.3	0.0	-0.1	-1	2	1.8
CC1(C)CC(=O)C=C(c2ccc(COC(=O)c3cccc(C(F)(F)F)c3)cc2)C1=O	-1.7	4	6	0.2	.	0.5	0	2	.
O=C(Nc1nc2ccc(Cl)cc2s1)C1CCCO1 (stereo unspecified)	6.9	0	.	-0.3	0.9	.	.	-3	0.7
CCCNC(=O)c1onc(CSc2ccc(F)cc2)c1C(=O)NCCOC	-2.4	-4	-10	-0.9	0.7	-0.1	-4	1	-0.6
CCOC(=O)c1[nH]cnc1C(=O)Nc1ccc(C)cc1	.	9	-6	-0.8	3.1	?	.	1	-1.4
C=C(C)COc1ccc2oc(C)c(C(=O)OCCOC)c2c1	2.4	-7	-4	-3.8	0.4	?	-4	1	1.1
CC1(c2nnc(-c3cccc(Cl)c3)o2)CC(c2cccnc2)=NO1 (stereo unspecified)	4.4	2	-2	2.9	1.3	-0.4	-10	4	3.2
Cn1nccc1NC(=O)Nc1ccc(Cl)cc1	.	1	3	-2.0	-0.1	-0.5	-4	-1	-1.1
O=C(Nc1cccc(F)c1)N1CCC(c2ccccc2)CC1	32	-1	-2	-0.4	2.4	-1.0	1	-3	1.5
